From PubChem
SIAE inh = human SIAE inhibitors, primary screen, biochemical, fluorescence polarization, FP-Rh probe, 1536-well HTS; Sialate O-acetylesterase (Homo sapiens), Q9HAT2; SIAE FP-Rh probe binding; inhibition, % at 9.66 µM; 370,000 compounds, 0.69% hits; AID 1053197, 2014;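 active means inhibition above a cutoff: mean of compounds within the control limits plus 3 SD of those, cut at about 17% in these data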;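 further: 0% = plate median of compound wells and 100% = probe without SIAE protein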
LEDGF integ inh = blockers of LEDGF/p75-dependent integrase strand transfer – biochemical, TR-FRET, high throughput, primary screen. 370,000 compounds, 0.64% hits. inhibition, % at 3.7 µM. HIV-1 integrase (with human LEDGF/p75). TR-FRET IN-LEDGF/p75 DNA integration, Eu/Cy5;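 active means inhibition above the screen-wide mean plus 3 SD, cut at about 13% in these data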;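 further: signal is the Cy5 over europium emission ratio at 671 and 618 nm; 0% = plate median of compound wells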
Tn6 DDE FP = inhibitors of Tn6 peptide binding to fibrin DD(E), primary screen, biochemical, fluorescence polarization, human fibrin, Tn6 probe | 370,000 compounds, 0.21% hits | AID 720509, 2013 | Fibrin DD(E) TRITC-Tn6 fluorescence polarization displacement | inhibition, % at 8.3 µM;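 active means inhibition above a per-campaign cutoff: mean of compounds within control limits plus 3 SD, cut at about 15% in these data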;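 further: 0% = median of all compound wells on the plate and 100% = blocking peptide control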
MBD2 DNA inh = inhibitors of MBD2 binding to methylated DNA, primary screen, biochemical, TR-FRET, DNA-binding domain, human; inhibition, % at 4.4 µM; AID 686964, 2013; MBD2 binding to methylated oligonucleotide; 370,000 compounds, 0.31% hits; in the data active means inhibition above about 13%
UHRF1 MBD2 ctr = UHRF1 methylated DNA binding inhibitors, primary screen, counter-screen for MBD2 inhibitor project, biochemical, TR-FRET, human UHRF1, single concentration; inhibition, % at 4.4 µM; AID 687016, 2013; 370,000 compounds, 0.75% hits; E3 ubiquitin-protein ligase UHRF1 (Homo sapiens), Q96T88; UHRF1 binding to methylated oligo; in the data active means inhibition above about 21%;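 further: UHRF1 SRA domain binding a hemimethylated CpG hairpin DNA probe; 0% = median of test compound wells and 100% = reference inhibitor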
Tn7 DDE FP = inhibitors of Tn7 peptide binding to fibrin DD(E), primary screen, biochemical, fluorescence polarization, human fibrin, Tn7 probe; Fibrinogen beta chain (Homo sapiens), P02675; FP displacement of FITC-Tn7 peptide from fibrin DD(E); 0% = median of compound wells per plate; inhibition, % at 8.3 µM; 370,000 compounds, 0.13% hits; AID 720508, 2013;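 active means inhibition above the mean of compounds falling within the control limits plus 3 SD of them, cut at about 14% in these data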;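 further: 0% = plate median of compound wells and 100% = 10 µM Aha-Tn7 peptide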
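Assay system: human fibrin DD(E) protein / Input: 2 µM fibrin DD(E) / Benchmarks: high control of 10 µM Aha-Tn7 peptide / Measured by: fluorescence polarization of the labelled Tn7 tracer / Medium: Tris buffer with calcium and detergent, pH 7.8 / Timing: 10 min compound pre-incubation, 3 h probe incubation at room temperature / Repeats: one replicate per compound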
TCR-CD3 inh = inhibitors of human TCR-CD3 interaction, primary screen, biochemical, fluorescence, TAMRA-labeled TCR probe; T-cell receptor (TCR); inhibition, % at 9.4 µM; 360,000 compounds, 0.37% hits; in the data active means inhibition above about 19%;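 further: recombinant mutant TCR 2C K166C tagged with TAMRA read by polarization; 0% = receptor in buffer alone and 100% = receptor with positive control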
PRMT1 inh = PRMT1 methyltransferase inhibitors, primary screen, biochemical, fluorescence polarization; Protein arginine N-methyltransferase 1 (Homo sapiens), Q99873; recombinant PRMT1, activity-based probe fluorescence polarization; inhibition, % at 2.79 µM; 370,000 compounds, 1.3% hits; AID 652257, 2013;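 active means inhibition above about 21% made by adding two undisclosed values, limit read from the data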
Target sequence (Q99873 whole entry, looked up): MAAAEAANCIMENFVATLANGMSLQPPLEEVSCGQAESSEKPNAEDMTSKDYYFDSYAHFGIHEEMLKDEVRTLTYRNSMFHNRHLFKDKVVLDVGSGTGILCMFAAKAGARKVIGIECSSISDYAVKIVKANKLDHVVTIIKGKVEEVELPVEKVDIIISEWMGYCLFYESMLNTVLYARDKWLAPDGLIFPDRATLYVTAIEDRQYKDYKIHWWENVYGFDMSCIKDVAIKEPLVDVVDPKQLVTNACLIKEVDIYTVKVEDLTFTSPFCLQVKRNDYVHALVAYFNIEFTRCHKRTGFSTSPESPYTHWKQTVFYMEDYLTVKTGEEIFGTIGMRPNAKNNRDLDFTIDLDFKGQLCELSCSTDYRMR
proKLK7 act = proKLK7 zymogen activators, primary screen, biochemical, fluorescence intensity; Kallikrein-7 (Homo sapiens), P49862; purified proKLK7, EDANS-DABCYL substrate fluorescence; 100% is mature enzyme control, 0% vehicle; activation, % at 7 µM; 370,000 compounds, 0.9% hits; AID 652039, 2013;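 active means activation above the mean of all tested compounds plus 3 SD, computed per campaign excluding outliers beyond control limits, cut at about 13% in these data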
Target sequence (P49862 whole entry, looked up): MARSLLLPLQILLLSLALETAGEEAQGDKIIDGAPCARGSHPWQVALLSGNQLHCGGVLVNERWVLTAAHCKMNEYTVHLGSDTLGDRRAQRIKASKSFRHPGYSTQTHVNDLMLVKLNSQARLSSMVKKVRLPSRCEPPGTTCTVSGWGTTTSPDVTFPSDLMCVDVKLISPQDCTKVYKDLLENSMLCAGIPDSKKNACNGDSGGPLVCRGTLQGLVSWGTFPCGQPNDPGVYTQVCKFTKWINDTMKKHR
TDP2 inh = human TDP2 enzyme inhibitors, primary screen, biochemical, epi absorbance, recombinant enzyme. Tyrosyl-DNA phosphodiesterase 2 (Homo sapiens), O95551. T5PNP hydrolysis, p-nitrophenol absorbance 415 nm. inhibition, % at 12.8 µM. 370,000 compounds, 0.34% hits;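 active means inhibition above the mean of all tested compounds plus 3 SD, set per campaign, cut at about 25% in these data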;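 further: 0% = DMSO with enzyme and 100% = buffer with substrate but no TDP2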
Target sequence (O95551 whole entry, looked up): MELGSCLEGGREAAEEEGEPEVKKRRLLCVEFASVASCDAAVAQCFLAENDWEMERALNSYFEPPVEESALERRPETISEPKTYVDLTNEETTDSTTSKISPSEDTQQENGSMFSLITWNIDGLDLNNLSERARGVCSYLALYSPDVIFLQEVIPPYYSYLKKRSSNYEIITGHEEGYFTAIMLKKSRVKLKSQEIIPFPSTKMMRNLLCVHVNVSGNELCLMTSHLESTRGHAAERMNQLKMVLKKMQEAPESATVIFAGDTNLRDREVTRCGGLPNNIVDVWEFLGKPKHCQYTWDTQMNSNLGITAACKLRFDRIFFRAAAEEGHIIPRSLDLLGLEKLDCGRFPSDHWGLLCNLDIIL
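Assay system: Recombinant human TDP2 | Quantity: 120 nM TDP2 per well | Incubation: 2 h at 37 °C | Signal: Epi absorbance | Evaluation: Percent inhibition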
The depositor's hits bear a star; nt = not tested or not shown.

SMILES	SIAE inh	LEDGF integ inh	Tn6 DDE FP	MBD2 DNA inh	UHRF1 MBD2 ctr	Tn7 DDE FP	TCR-CD3 inh	PRMT1 inh	proKLK7 act	TDP2 inh
CNc1ccc(Br)cc(C(=O)/C=C/c2cccc(Cl)c2Cl)c1=O	14	15*	-5	-1	5	-2	7	25*	-0.3	-8
O=C(NCCc1ccccn1)C(F)(F)C(F)(F)C(F)(F)C(F)(F)C(F)(F)C(F)(F)C(F)(F)C(F)F	7	-1	-10	-7	0	4	2	4	0.4	7
CC(=O)Nc1ccc(C(=O)Nc2nc(-c3cccnc3)cs2)cc1	-16	0	-1	-7	1	3	-8	15	-0.9	0
O=[N+]([O-])c1ccccc1/C=C/CN1CCC(O)CC1	-3	4	1	-2	2	0	2	-1	0.3	-8
CC(C)NC(=O)NC(=O)CSc1nnc(-c2c[nH]c3ccccc23)o1	0	0	-4	-5	1	1	-3	1	0.2	15
O=C(Nc1ccccn1)c1ccc(Cl)s1	8	0	-5	0	-4	-2	-8	-1	-0.2	11
CCNC(=O)NC(=O)C(C)Sc1nc2ccccc2n1CC(C)C (stereo not given)	-7	2	8	10	0	2	-3	0	0.4	-3
COc1ccc(C2CC(c3ccc4ccccc4c3)=NN2C(=O)CN2C(=O)CCC2=O)cc1 (stereo not given)	0	5	2	1	1	-2	5	-7	0.1	-9
CCOC(=O)c1ccc(NC(=O)N2CCN(c3ccccn3)CC2)cc1	-2	1	6	3	0	8	4	0	0.6	7
COC1(NS(=O)(=O)c2ccc(Br)cc2)C(C)=CC(=O)C=C1C	-3	-4	0	3	2	0	-5	3	0.1	7
Cc1nn(C)c(C)c1S(=O)(=O)N(CC(=O)N1CCc2ccccc2C1)c1ccc(C(C)C)cc1	-5	-4	7	-4	0	-4	2	2	-0.2	0
CCOc1ccc(NC(=O)COC(=O)c2ccc3c(c2)OCCO3)cc1	-3	-3	-2	3	1	-3	-1	2	0.1	0
Cc1cc2nc(Sc3c([N+](=O)[O-])nc(C)n3Cc3ccccc3)[nH]c2cc1C	1	-3	-10	2	3	1	2	3	-0.3	-12
CCN(C(=O)CSc1nc2ccccc2o1)c1c(N)n(Cc2ccccc2)c(=O)[nH]c1=O	-2	-2	-7	0	-2	2	3	1	0.7	-8
Cc1ccc2nc(NC(=S)NC(=O)c3ccco3)sc2c1	-23	5	1	2	-2	-6	5	6	-0.4	-11
N#CC1(NC(=O)COC(=O)c2cc([N+](=O)[O-])ccc2N2CCOCC2)CCCCC1	2	2	2	-2	2	-2	-2	1	0.3	0
Oc1ccc(-c2cn3ccccc3n2)cc1	-3	-3	0	-4	-1	-6	-1	-1	-6.3	8
Cc1ccc(C(C[N+](=O)[O-])c2c(C)[nH]n(-c3ccccc3)c2=O)cc1 (stereo not given)	5	2	-8	-2	-2	-1	-1	1	-0.1	34*
Cc1occc1C(=O)N(C)CC1CCCN(CCc2ccccc2F)C1 (stereo not given)	-2	3	5	2	0	3	8	-1	-0.2	-10
O=C(COC(=O)c1cc([N+](=O)[O-])ccc1N1CCOCC1)Nc1c(Cl)cccc1C(F)(F)F	nt	-4	6	-6	0	-5	2	3	0.1	-4
COc1ccc(N2CCN(C(=O)c3ccc4c(c3)NC(=O)C(CSCc3ccccc3F)N4)CC2)cc1 (stereo not given)	7	2	4	-2	2	-5	-9	37*	-0.6	2
O=C(NCc1nnc(SCC(=O)N2CCCC2)o1)c1c(F)cccc1F	-2	-3	0	1	3	3	0	2	-0.2	2
Cc1cc(C)nc(SCC(=O)Nc2ccc(S(=O)(=O)NCCO)cc2)n1	1	2	-3	0	0	-4	7	-1	-0.3	-6
CCCC[C@@H](CNC)NC[C@H](Cc1ccc(O)cc1)NCCc1ccc(OCC)cc1	-3	-4	6	-3	1	4	10	-2	0.2	-13
O=C1CC(C(=O)Nc2ccc(Cl)c(Cl)c2)S/C(=N\N=C\c2ccco2)N1 (stereo not given)	-18	6	5	-8	-3	-5	0	-1	0.1	-10
COc1ccc(C(=O)COC(=O)COc2ccc(C)c(C)c2)cc1	0	3	-1	2	-3	3	-2	29*	-1.0	2
O=C1NC(=O)/C(=C\c2ccccc2OCc2ccc([N+](=O)[O-])cc2)N1	-6	1	-6	-5	7	-7	10	0	-0.2	-5
CC(C)N1CN(c2ccccc2)C(=S)N(c2ccccc2)C1	9	-1	5	-8	-1	0	6	-1	0.0	9
CC1CCCN(C(=O)c2cc3c(=O)n4ccccc4nc3s2)C1 (stereo not given)	3	0	1	-2	-1	-6	2	1	26*	-15
O=C(CSc1nnc(-c2ccco2)n1-c1ccc(Cl)cc1)Nc1ccccc1-c1ccccc1	-1	-3	-7	3	-2	8	nt	5	0.5	-5
COc1ccc(-c2nnc3n2N=C(C)CS3)cc1OC	4	2	5	-3	-1	-9	7	-3	-0.7	3
C[C@]12CC[C@@H]3c4cc(O)c(O)cc4CC[C@H]3[C@@H]1CC[C@@H]2O	-3	-6	-10	-3	0	1	5	33*	1.5	-1
CC(C)c1ccc(NC(=O)C2Cc3c(-c4cccc(C(N)=O)c4)ccnc3O2)cc1 (stereo not given)	-10	0	-8	2	1	-5	-5	2	0.0	2
Cc1ccccc1N1C(=O)CC(N2CCC(C(N)=O)CC2)C1=O (stereo not given)	-1	2	-6	9	3	-1	-3	73*	0.3	18
O=C(Cn1c2ccccc2c2nc3n(c(=O)c21)CCS3)Nc1ccccc1	-7	-8	4	1	1	-2	-1	2	0.7	-7
COc1ccc(/C=C(\NC(=O)c2cccs2)C(=O)NN)cc1OC	-1	3	1	-9	15	2	4	0	-1.7	-2
COc1ccc(C(=O)COC(=O)Cn2cnc3ccccc3c2=O)c(OC)c1	1	0	-4	4	1	-6	2	5	0.3	14
Cc1cc(NC(=O)CSc2nc(=O)n(CCCN(C)C)c3c2CCCC3)no1	5	2	2	-2	0	2	-8	-2	0.3	4
O=C(CN1CCN(Cc2ccccc2)C1=O)NCc1cccs1	-16	5	-1	4	3	6	10	-1	-0.4	-17
O=C(CN1C(=O)CNC1=O)Nc1cc(Cl)cc(Cl)c1	-8	-2	3	2	2	3	0	2	0.1	4
Cc1ccc(C(=O)NCCNc2ccc([N+](=O)[O-])cc2C(F)(F)F)cc1	1	-4	5	1	0	6	13	0	0.1	-9
CCOc1ccc(Nc2oc(Cc3ccccc3)nc2C#N)cc1	0	1	4	0	-3	15*	-6	-1	0.9	3
COc1ccc(N2CCN(C(=O)c3ccc(NS(=O)(=O)c4ccc(F)c(F)c4)cc3)CC2)cc1	-2	4	-8	8	2	8	-7	6	0.2	-3
COc1cccc(C2CC(c3ccccc3)=NN2S(=O)(=O)c2ccccc2)c1OC (stereo not given)	-12	8	-6	3	3	-6	2	-2	-0.3	-6
CCCCNC(=O)C[C@H]1C(=O)N(CCCOC)C2=CCCCC[C@]21C(=O)OC	-1	6	2	2	-3	4	nt	-2	-0.3	7
COC(=O)Cc1ccc(NC(=S)N2CCN(c3cc(Cl)ccc3C)CC2)cc1	1	-1	3	1	0	5	8	0	0.4	16
COc1ccc(NC2=NCC(=O)N2Cc2cccs2)cc1	-5	2	-4	8	6	1	0	4	0.1	-4
Cc1ccc(C)n1NC(=O)c1ccc(Cl)cc1	1	5	-1	5	13	-1	-10	-1	0.6	-5
O=S(=O)(c1ccc(NC(=S)N/N=C/c2cccc(Oc3ccccc3)c2)cc1)N1CCOCC1	-2	-1	-4	7	3	-5	-2	-1	-0.3	8
CCO/C(C)=N/Oc1cnc2ccccc2c1	-10	-1	7	1	-2	5	0	2	0.8	-5

Copied from the results shown, 3 compounds:
SMILES	SIAE inh	LEDGF integ inh	Tn6 DDE FP	MBD2 DNA inh	UHRF1 MBD2 ctr	Tn7 DDE FP	TCR-CD3 inh	PRMT1 inh	proKLK7 act	TDP2 inh
Cc1ccc(C)n1NC(=O)c1ccc(Cl)cc1	1	5	-1	5	13	-1	-10	-1	0.6	-5
O=S(=O)(c1ccc(NC(=S)N/N=C/c2cccc(Oc3ccccc3)c2)cc1)N1CCOCC1	-2	-1	-4	7	3	-5	-2	-1	-0.3	8
CCO/C(C)=N/Oc1cnc2ccccc2c1	-10	-1	7	1	-2	5	0	2	0.8	-5

(list continues)
SMILES	SIAE inh	LEDGF integ inh	Tn6 DDE FP	MBD2 DNA inh	UHRF1 MBD2 ctr	Tn7 DDE FP	TCR-CD3 inh	PRMT1 inh	proKLK7 act	TDP2 inh
CCOC(=O)N1CCN(C(=O)CS(=O)Cc2nc(-c3ccc(OC)c(OC)c3)oc2C)CC1 (stereo not given)	-1	2	-8	0	-1	-3	8	-1	0.2	0
O=C(CSc1ccc(F)cc1)Nc1ccc(N2CCOCC2)cc1	4	2	-1	0	-4	-7	10	1	-0.4	-6
Cc1ccc(S(=O)(=O)N(C)CC(O)Cn2c3ccccc3c3ccccc32)cc1 (stereo not given)	-9	0	-4	-4	0	-3	2	-3	0.7	-13
COC(=O)c1ccc(Cc2ccc(C(=O)OC)o2)o1	1	-1	10	-6	-1	3	7	2	0.1	12
CC(=O)N/N=C(\C)c1cccc(C(F)(F)F)c1	2	3	-7	2	11	-4	6	-3	0.1	8
CCOC(=O)CC1C(=O)NCCN1C(=O)c1ccc(C)cc1 (stereo not given)	-3	2	-2	-1	-1	-4	-1	2	0.7	7
COc1cccc(/C=N/n2c(N)c(S(=O)(=O)c3cccs3)c3nc4ccccc4nc32)c1	-5	-1	5	6	4	0	-7	1	-0.3	-3
COc1cccc(C(=O)N2c3cc(C)ccc3OCC2C(C)(C)C)c1 (stereo not given)	1	0	-2	-3	0	-5	2	-3	-0.1	9
Clc1ccc(Cl)c(OCCCCNCc2ccccc2)c1	8	4	1	-1	0	-8	4	-3	-0.3	3
Cc1ccc2nsnc2c1NC(=S)NC(=O)c1ccco1	-5	3	5	-6	3	-4	-4	13	0.9	6
O=C(CNC(=O)c1ccc(F)cc1)NCc1ccc(S(=O)(=O)N2CCOCC2)cc1	-8	-9	-6	3	6	-3	2	5	0.1	-12
O=C(C[C@@H]1CC[C@@H](NC(=O)Nc2cccc(F)c2)[C@@H](CO)O1)NCC1CCCCC1	-3	-1	-2	-3	-3	7	-1	2	-0.1	2
CCCOc1ccccc1N1C(=O)CC(N2CCOCC2)C1=O (stereo not given)	-4	0	13	1	6	1	3	10	-0.6	-10
